ATXN viability = reduces viability in counter-screen for ATXN expression inhibitors; S2 cells (HEK-293 line with an ATXN2-luciferase reporter) viability, CellTiter-Fluor protease fluorescence, 24 h; Potency, µM (doses to about 56.7 µM), usual class: cytotoxic; actives 0.49% (n = 400,000); note: potency is the fitted concentration of half-maximal effect; nearly all actives have a fitted effect of over 40% in size
A549 viability = counter-screen for Nrf2 inhibitors: cytotoxicity in A549 cells; A549 ARE-Fluc cells, CellTiter-Fluor viability, 18-24 h; Potency, µM (top dose mostly 46 µM), without a hit: top-dose activity change, negative = cytotoxicity, most hits filed as inhibitors; actives 0.16% (n = 390,000); AID 504648; note: potency is the fitted concentration of half-maximal effect; % is set by controls: 0 for no effect and ±100 for the full control effect
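A549 ARE-Fluc cells in 5% FBS OPTI-MEM, 5000 cells/well, rested 2 h then exposed to compounds in concentration-response for 18-24 h at 37 °C. Viability by CellTiter-Fluor fluorescence (Ex 405/Em 525) after 30 min; luciferase luminescence (BugLite, 15 min, RT) read afterwards.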
MmCpn inh = M. maripaludis TRiC chaperonin inhibition; purified Mm-Cpn ATPase, ADP Transcreener TR-FRET; Potency, µM (doses to about 76.9 µM), for the others: at the top dose activity, negative = inhibition, most hits filed as inhibitors; actives 0.031% (n = 330,000); AID 504842; note: potency is the fitted concentration of half-maximal effect; % is set by controls: 0 for no effect and ±100 for the full control effect; nearly all actives have a fitted effect of over 80% in size
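Quantitative HTS used 25 nM Mm-CPN and 10 uM ATP in magnesium/KCl Tris buffer, pH 7.4, with 1 mM DTT. Hydrolysis ran 30 min at 37°C; ADP was read by HTRF.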
Nrf2 inh = inhibitors of Nrf2 signaling. Potency, µM (highest dose often 46 µM), without a hit: top-dose activity change, negative = inhibition, actives largely listed as inhibitors. A549 ARE-Fluc reporter, luciferase luminescence, 18-24 h. actives 2.1% (n = 360,000); note: potency is the fitted concentration of half-maximal effect; % is set by controls: 0 for no effect and ±100 for the full control effect; nearly all actives have a fitted effect of over 60% in size
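In this cell-based qHTS, ARE-driven firefly luciferase in A549 cells reports Nrf2 activity; the luminescent signal after BugLite lysis is the measured value, with a prior CellTiter-Fluor read for cell health.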
TGFb SMAD3 inh = inhibitors of TGF-b signaling; HepG2 CAGA-GFP TGF-b/SMAD3 reporter, GFP fluorescence, 18 h; TGF-beta stimulated, 500 pg/mL final; Potency, µM (highest dose often 46.1 µM), for the others: at the highest dose activity, negative = inhibition, most hits filed as inhibitors; actives 1.2% (n = 410,000); AID 588855; note: potency is the fitted concentration of half-maximal effect; % is set by controls: 0 for no effect and ±100 for the full control effect; nearly all actives have a fitted effect of over 65% in size
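Inhibition of TGF-beta-driven CAGA-GFP reporter expression in HEPG2 cells is measured by cellular GFP fluorescence after 18 h stimulation with 500 pg/mL recombinant TGF-beta in 1% FBS medium at 37 degrees C.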
CCT modulator = cytosolic chaperonin activity modulation | purified chaperonin ATPase assay, HTRF ADP detection, 30 min | activity change, % (no concentration beside the values), hits read low | actives 0.3% (n = 360,000) | AID 651819; in the data active = activity change below about -30%; note: % is set by controls: 0 for no effect and ±100 for the full control effect
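TRiC at 40 or 20 nM final (batch-dependent) in 30 mM Tris pH 7.4, 100 mM KCl, 5 mM MgCl2, 1 mM DTT, with compound at single 76 uM and 10 uM ATP, 30 min at 37 deg C. ADP detected by HTRF Transcreener, 665/615 ratio.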
HepG2 tox = kills HepG2 cells in TGF-b inhibitor counter-screen; HepG2 CAGA-GFP viability, ATP luminescence, 18 h; Potency, µM (highest dose often 46.1 µM), for inactives: top-dose activity change, negative = cytotoxicity, usual class: cytotoxic; AID 588856; actives 0.76% (n = 410,000); note: potency is the fitted concentration of half-maximal effect; some results filed as inactive show a strong effect at the top dose
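HepG2 CAGA-GFP cells (1000/well, DMEM with 1% FBS) received compound, then TGF-beta at 500 pg/mL final, and were incubated 18 hours at 37 degrees C. Viability was read by CellTiter-Glo luminescence. Media-only wells were set as complete cell-killing and DMSO as no toxicity.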
pAkt inh = Akt phosphorylation inhibition. activity change, % for hits at 50 µM. actives 0.32% (n = 360,000). Neuro2A IGF-stimulated pAkt S473 HTRF, 20 min; hits give low values; in the data active = activity change below about -80%; inconclusive = mostly about -51% to -80%; note: % is set by controls: 0 for no effect and ±100 for the full control effect
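Single-point screen (50 µM final compound) in Neuro2A cells stimulated 20 min with 6 nM IGF at 37 deg C. After lysis, Ser473-phosphorylated Akt read by HTRF (ex 330 nm, em 615/665 nm) as the 665/615 ratio.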
Nrf2 activator = activates Nrf2 signaling | Potency, µM (top dose mostly 46.1 µM), for the others: at the top dose activation, actives largely listed as activators | AREc32 ARE-luciferase reporter (MCF7-derived line), luminescence, 24 h | actives 0.31% (n = 410,000); note: potency is the fitted concentration of half-maximal effect; % of control where 0% means no effect; nearly all actives have a fitted effect of over 65% in size
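Luciferase luminescence (Steady-Glo, 30 min at room temperature) served as the read-out of ARE activation in AREc32 cells treated with compounds for 24 hr at 37 deg C.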
The depositor's hits bear a star; i = inactive; ? = inconclusive; / = no result given; & = joins results of further samples. Unless noted, calls come from the whole dose curve; as a rule, active = well fitted curve in the direction sought with a large enough effect; inconclusive = small, poorly fitted or top-dose-only effect, or another doubt; inactive = no such curve, though single readings can be large; an effect the other way counts as inactive or inconclusive.

1	CCOC(=O)N1CCC(C(=O)Nc2ccc(OCC)cc2)CC1
2	O=C(CNC(=O)c1ccc(Br)o1)NNC(=O)c1ccc(Br)cc1
3	CCCNC(=O)COC(=O)c1ccccc1C(=O)c1ccc(Cl)c([N+](=O)[O-])c1
4	O=C(c1cn(-c2ccccc2)nc1-c1cccs1)N1CCN(c2ccccn2)CC1
5	Cc1ccc(OCC(=O)OCc2cc(=O)n3nc(C4CC4)sc3n2)cc1C
6	NC(=O)c1ccsc1NC(=O)CSc1nnc(NC2CC2)s1
7	Cc1ccc(-c2nc(-c3cccnc3)no2)cc1
8	O=C(NC(=O)N1CCCC1)c1csnn1
assay / compound,1,2,3,4,5,6,7,8
ATXN viability,?,i,?,i,i,i,i,i
A549 viability,-8%,5%,1%,-19%,-1%,6%,1%,1%
MmCpn inh,3%,0%,1%,-6%,/,0%,/,0%
Nrf2 inh,12%,9%,-19%,0%,-8%,5%,?,2%
TGFb SMAD3 inh,6%,7%,?,-20%,5%,-7%,-1%,-13%
CCT modulator,-1.0,1.6,-3.4,-0.1,/,-0.9,1.0,0.4
HepG2 tox,2%,-4%,-28%,-4%,2%,15%,-25%,-9%
pAkt inh,i,i,i,i,/,i,i,i
Nrf2 activator,0.2%,-0.6%,?,0.9%,3.4%,-0.1%,-0.2%,0.1%

9	COCC(=O)N1c2nc(C(C)C)nn2C2(CCCCC2)[C@@H]2CCCC[C@@H]21
10	Cc1cc2c(c(N3CCOCC3)n1)C(=O)OC2
11	O=C1c2ccccc2COc2ccc(O)cc21
12	CCc1nccn1S(=O)(=O)c1cc(OC)ccc1OC
13	CCCCCCOc1ccc(/C=C/C(=O)N2CCOCC2)cc1OC
14	O=C(Nc1cc(Cl)cc(Cl)c1)c1cc(S(=O)(=O)NC2CCCC2)ccc1F
15	COc1ccc(CN(C)CC(=O)Nc2ccccc2C(=O)NC2CC2)cc1F
16	CCOCCc1nnc(NC(=O)Cc2c(F)cccc2Cl)s1
assay / compound,9,10,11,12,13,14,15,16
ATXN viability,/,i,i,i,i,?,?,i
A549 viability,-14%,-4%,-10%,-9%,-10%,-15%,1%,8%
MmCpn inh,/,0%,0%,-1%,1%,/,0%,0%
Nrf2 inh,-2%,8%,2%,-24%,?,/,1%,?
TGFb SMAD3 inh,-29%,0%,-11%,24%,-15%,?,-3%,-5%
CCT modulator,/,-0.2,1.5,-0.7,1.3,/,-1.8,-0.5
HepG2 tox,-1%,15%,1%,30%,-5%,-90%,2%,-1%
pAkt inh,/,i,i,i,i,/,i,i
Nrf2 activator,0.3%,-0.4%,6.2%,4.1%,0.4%,-2.7%,3.3%,0.1%

17	Cc1ccc(OCC(=O)Nc2cccc3c2CCCC3)cc1C
18	Cc1ccc(Cn2nnc3c(=O)n(CC(=O)NCc4ccccc4)cnc32)cc1
19	COc1ccc(S(=O)(=O)N2CCC[C@@H]2C(=O)N2CCC[C@H]2C(=O)NCc2ccncc2)cc1C
20	CC(=O)c1cccc(NC(=O)CN2C=NS(=O)(=O)c3ccc(C)cc32)c1
21	CCc1ccc2nc(/N=C(\N)NC(=O)c3ccccc3)nc(C)c2c1
22	COc1cccc(-n2c(O)c(C=NCc3ccccn3)c3ccccc3c2=O)c1
23	Cc1c(NC(=S)NC(NC(=O)C(C)C)C(Cl)(Cl)Cl)c(=O)n(-c2ccccc2)n1C (stereo unspecified)
24	CCN(C(=O)COC(=O)c1c(C)c(-c2ccccc2)nc2ccccc12)C1CCS(=O)(=O)C1 (stereo unspecified)
assay / compound,17,18,19,20,21,22,23,24
ATXN viability,i,i,i,i,i,i,?,?
A549 viability,0%,-18%,/,-9%&0%,3%,-14%,0%,-6%
MmCpn inh,/,-1%,/,2%,1%,1%,-3%,-1%
Nrf2 inh,-8%,4%,/,19%,4%,-19%,-4%,?
TGFb SMAD3 inh,-2%,-14%,/,17%&-40%,-2%,23%,-2%,6%
CCT modulator,1.5,0.5,-4.0,1.5,-3.2,0.2,-3.4,-1.3
HepG2 tox,-12%,-6%,/,3%&0%,-40%,-7%,-1%,-1%
pAkt inh,i,i,i,i,i,i,i,i
Nrf2 activator,-0.7%,-0.7%,-0.1%,0.3%&-1.4%,20%,-0.9%,-0.4%,0.1%

25	Oc1ccc(N=Nc2ccc3c(c2)OCCO3)c2cccnc12
26	O=C1c2cccc3cccc(c23)C(=O)N1CC1CCN(CC(O)COc2ccc3ccccc3c2)CC1 (stereo unspecified)
27	O=C(NCc1ccccc1Cl)c1ccc(Cn2c(SCc3ccccc3)nc3cccnc32)cc1
28	COc1ccc(Cl)cc1-c1nc(SCC(=O)N(C)C)n[nH]1
29	O=C(NCc1ccc(Cl)s1)C1CCC(=O)N(CCc2cccc(F)c2)C1 (stereo unspecified)
30	CN(C)CCCn1c2c(c(SCC(=O)Nc3ccc4c(c3)OCO4)nc1=O)CCCC2
31	CSc1nc2ccccc2s1
32	O=S(=O)(c1cccc(S(=O)(=O)N2CCOCC2)c1)N1CCCCCC1
assay / compound,25,26,27,28,29,30,31,32
ATXN viability,10µM*,i,i,i,i,i,i,i
A549 viability,?,?,?,3%,0%,1%,5%,0%
MmCpn inh,4%,-1%,/,-1%,-1%,-8%,-24%,0%
Nrf2 inh,?,?,?,7%,-16%,12%,6%,14%
TGFb SMAD3 inh,4%,?,?,-15%,-1%,9%,11%,-17%
CCT modulator,0.3,0.7,/,-2.7,0.3,0.4,0.3,-4.2
HepG2 tox,1%,16µM*,-35%,-3%,-5%,-15%,1%,-6%
pAkt inh,i,i,/,i,i,i,i,i
Nrf2 activator,20%,-3.1%,4.6%,7.3%,-0.8%,-0.7%,0.4%,0.3%

4 compounds from above, ordered by their value in MmCpn inh, low to high.
entry | SMILES | MmCpn inh
30 | CN(C)CCCn1c2c(c(SCC(=O)Nc3ccc4c(c3)OCO4)nc1=O)CCCC2 | -8%
24 | CCN(C(=O)COC(=O)c1c(C)c(-c2ccccc2)nc2ccccc12)C1CCS(=O)(=O)C1 (stereo unspecified) | -1%
11 | O=C1c2ccccc2COc2ccc(O)cc21 | 0%
3 | CCCNC(=O)COC(=O)c1ccccc1C(=O)c1ccc(Cl)c([N+](=O)[O-])c1 | 1%

Following part.
33	O=C(C1=C(O)C(=O)N(c2nc3ccc(Cl)cc3s2)C1c1ccco1)c1ccco1 (stereo unspecified)
34	CCOC(=O)c1cc(NC(=O)c2cccnc2)cc(C(=O)OCC)c1
35	CN(C(=O)c1cc(-c2ccccc2)on1)C1CCCCC1
36	O=C(NCCc1ccccc1)c1cccc(S(=O)(=O)NCc2ccccc2)c1
37	CCOC(=O)C(=CNc1cc(C)ccc1C)C(=O)OCC
38	O=C(CN(c1ccccc1F)S(=O)(=O)c1ccccc1)N1CCCCCC1
39	CCn1c(C)nc2cc(S(=O)(=O)N3CCCC3)ccc21
40	COc1ccc(C(=O)NCC(C)CN(C)C)cc1 (stereo unspecified)
assay / compound,33,34,35,36,37,38,39,40
ATXN viability,i,i,i,?,i,i,i,i
A549 viability,?,?,-2%,-1%,-6%,2%,1%,-4%
MmCpn inh,-21%,1%,0%,1%,1%,-1%,0%,1%
Nrf2 inh,1%,?,?,-10%,?,12%,-29%,/
TGFb SMAD3 inh,-25%,8%,-16%,-6%,0%,5%,?,0%
CCT modulator,1.7,-0.8,-0.4,-2.3,-0.5,0.6,0.2,0.6
HepG2 tox,-2%,-19%,-14%,0%,-22%,6%,-3%,2%
pAkt inh,i,i,i,i,i,i,i,i
Nrf2 activator,?,0.2%,-0.5%,-0.5%,0.6%,-0.8%,0.3%,0.4%

The last 2 records of the section before come first, to join the parts:
39	CCn1c(C)nc2cc(S(=O)(=O)N3CCCC3)ccc21
40	COc1ccc(C(=O)NCC(C)CN(C)C)cc1 (stereo unspecified)
41	COc1ccc(-n2nc(C(=O)N3CCCCC3)c3c4ccccc4n(C)c3c2=O)cc1Cl
42	O=C(CSc1ccc(Cl)cc1)N1CCN(c2c(Cl)cccc2[N+](=O)[O-])CC1
43	O=C(c1ccc(F)cc1)C1CCN(C(=O)NCc2ccccc2)CC1
44	CCOc1ccccc1N1CCN(C(=O)c2cn(CC3CCCCC3)nn2)CC1
45	Cc1ccc(-c2csc3ncn(CC#N)c(=O)c23)cc1C
46	CCn1cc(CNC(=O)C2CCC(=O)N(Cc3ccccc3F)C2)cn1 (stereo unspecified)
assay / compound,39,40,41,42,43,44,45,46
ATXN viability,i,i,?,i,i,i,i,i
A549 viability,1%,-4%,1%,-7%,-3%,-3%,-4%,4%
MmCpn inh,0%,1%,/,-3%,0%,1%,-1%,-1%
Nrf2 inh,-29%,/,5%,-11%,?,?,-22%,14%
TGFb SMAD3 inh,?,0%,-12%,?,1%,4%,0%,8%
CCT modulator,0.2,0.6,/,-1.9,1.8,0.5,0.1,-1.2
HepG2 tox,-3%,2%,-14%,2%,-4%,12%,-24%,10%
pAkt inh,i,i,/,i,i,i,i,i
Nrf2 activator,0.3%,0.4%,4.3%,5.0%,0.0%,0.3%,2.3%,-0.3%
